From PubChem BioAssay
H9c2 protect: protects H9c2 cardiomyocytes from peroxide injury. H2O2 injury protection, ATPLite, 2 h. protection from H2O2 cell death, % at 20 µM. actives 0.63% (n = 360,000). AID 588492;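 active means compounds giving at least 50% protection of heart cells from peroxide-induced death in the single-dose screen, raw or plate-pattern-corrected value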;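 further: 0% = DMSO wells with peroxide and 100% = DMSO wells without peroxide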
ABHD5-PLIN5 inh: blocks binding of human ABHD5 to perilipin-5; Split G. princeps luciferase complementation, luminescence, 4 h; inhibition, % at 4 µM; actives 0.78% (n = 360,000);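 active means inhibition above the mean inhibition across every tested compound plus 3 SD, cut at about 22% in these data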;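 further: 0% = DMSO only wells and the 100% control is not disclosed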
HTR2A ag: activates the mouse 5-HT2A serotonin receptor; CHO-K1 mHTR2A beta-arrestin complementation, luminescence; percent of 30 µM serotonin response; activation, % at 7.6 µM; actives 0.66% (n = 360,000); AID 624169;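 active means activation above a run cutoff, the mean activation of all tested compounds plus 3 SD, cut at about 14% in these data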;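 further: 0% = plate median of compound wells and 100% = 30 µM serotonin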
Target sequence (P35363 whole entry, looked up): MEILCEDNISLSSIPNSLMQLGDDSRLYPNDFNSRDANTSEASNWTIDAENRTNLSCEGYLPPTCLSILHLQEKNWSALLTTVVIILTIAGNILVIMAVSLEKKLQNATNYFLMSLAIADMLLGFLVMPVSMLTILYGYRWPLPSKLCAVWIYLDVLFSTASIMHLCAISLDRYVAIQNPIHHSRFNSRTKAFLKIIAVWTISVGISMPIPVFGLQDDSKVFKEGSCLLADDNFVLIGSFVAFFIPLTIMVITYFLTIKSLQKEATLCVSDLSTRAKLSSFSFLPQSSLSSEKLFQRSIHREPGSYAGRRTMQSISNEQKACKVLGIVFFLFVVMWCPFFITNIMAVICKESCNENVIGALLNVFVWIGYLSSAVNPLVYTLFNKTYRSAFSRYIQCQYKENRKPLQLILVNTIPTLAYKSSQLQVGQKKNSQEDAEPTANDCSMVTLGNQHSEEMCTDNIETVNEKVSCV
CaV13 ICDI inh: Disruptors of the CACNA1D IQ motif to Ca2+-dependent inactivation inhibitor domain association, primary screening, Förster resonance energy transfer in intact living … | actives 0.098% (n = 340,000) | HEK cells, CFP/YFP FRET ICDI-IQ, plate reader, 10 min; percent FRET-ratio fall versus neutral wells | inhibition, % at 12.3 µM;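 active means mean replicate inhibition of at least 30% and at least 1% of replicates passing that level; inconclusive means only one of the two criteria is met; inactive means neither criterion is met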;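 further: 0% = median of the neutral control wells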
MC4R antagonist: human MC4R antagonism in cAMP assay. MC4R-expressing cells, MTII-stimulated cAMP, LANCE TR-FRET. inhibition, % at 6.5 µM. actives 0.48% (n = 360,000). AID 540295;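 active means inhibition above its plate's cutoff, the mean of tested wells on that plate plus 3 SD, cut at about 29% in these data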;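 further: 0% = Melanotan II alone and 100% = Melanotan II plus saturating MCL0020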
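System – human MC4R-expressing U2OS cells · Also added – Melanotan II · Dosing – one concentration, 6.5 µM nominal · Timing – 30-min compound, 1-h challenge, 1-h detection, room temperature · Measured by – Eu-cAMP/anti-cAMP TR-FRET, emission 671 nm · Replicates – singlicate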
Granule exo inh: lytic granule exocytosis inhibition; inhibition, % at 10 µM; TALL-104 LAMP-1 surface exposure, flow cytometry; cells stimulated with thapsigargin and PMA; AID 651702; actives 0.66% (n = 360,000);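 active means inhibition above about 55%, limit read from the data; inconclusive means no clear call, values can overlap the other calls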
PDI turbidity: PDI (human) enzyme inhibition; PDI insulin aggregation turbidity, A650, 90 min; AID 588391; P07237; actives 0.052% (n = 350,000); inhibition, % at 10 µM;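 active means mean inhibition across replicates of 30% or more, whatever share of single replicates reach that level; inconclusive means mean inhibition below 30% while every single replicate reaches 30%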;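 further: absorbance from insulin aggregation driven by PDI reduction with DTT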
Target sequence (P07237 whole entry, looked up): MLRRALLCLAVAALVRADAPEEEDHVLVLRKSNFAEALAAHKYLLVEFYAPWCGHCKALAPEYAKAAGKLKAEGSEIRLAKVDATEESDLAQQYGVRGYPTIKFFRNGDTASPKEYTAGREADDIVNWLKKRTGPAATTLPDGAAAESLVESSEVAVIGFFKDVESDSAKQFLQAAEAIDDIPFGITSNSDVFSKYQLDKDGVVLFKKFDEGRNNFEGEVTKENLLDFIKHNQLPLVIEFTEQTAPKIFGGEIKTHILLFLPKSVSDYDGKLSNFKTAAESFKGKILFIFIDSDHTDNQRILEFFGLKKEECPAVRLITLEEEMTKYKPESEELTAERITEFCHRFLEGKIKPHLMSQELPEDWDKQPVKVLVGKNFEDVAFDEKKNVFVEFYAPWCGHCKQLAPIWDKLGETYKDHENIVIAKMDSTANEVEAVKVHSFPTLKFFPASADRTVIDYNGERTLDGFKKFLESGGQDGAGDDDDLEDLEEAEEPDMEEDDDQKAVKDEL
N-glyco inh: blocks N-linked glycosylation in D54 reporter cells. actives 0.23% (n = 360,000). D54 ERlucT glycosylation luciferase reporter, 24 h; percent of 100 nM tunicamycin response. reporter increase, % at 12.5 µM;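 active means mean luciferase reporter signal, scaled so untreated is 0 and the glycosylation-blocking control 100, at or above a set limit in every replicate; inconclusive means mean reaches the limit but not every replicate does; inactive means mean below the limit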;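 further: luciferase carries N-glycosylation sites so blocking glycosylation raises the light; 0% = median of neutral control wells and 100% = median of 100 nM tunicamycin wells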
ABCB6 inh 2: inhibitors of human ABC transporter ABCB6. Q9NP58. K562-ABCB6 porphyrin accumulation, flow cytometry, 1 h; hits give low values. fluorescence ratio to DMSO, % at 10 µM. actives 0.19% (n = 360,000);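 active means fluorescence ratio to DMSO below 75%, the collection mean minus 3 SD; inconclusive means too few cells collected in the well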;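 further: signal is porphyrin accumulated inside mitochondria; 100% equals median channel fluorescence of DMSO control wells; lower ratio means ABCB6 inhibition with less porphyrin fluorescence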
MC4R barr agon: agonists of human melanocortin 4 receptor (MC4R) beta-arrestin | P32245 | U2OS MC4R beta-arrestin complementation, luminescence; percent of melanotan II response, DMSO zero | activation, % at 8.9 µM | actives 0.98% (n = 360,000) | AID 540308;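 active means activation above a per-plate cutoff, the mean activation of sample wells on that plate plus 3 SD, cut at about 8% in these data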
Numbers without * were called inactive; ? = inconclusive; · = not tested or not shown.

SMILES	H9c2 protect	ABHD5-PLIN5 inh	HTR2A ag	CaV13 ICDI inh	MC4R antagonist	Granule exo inh	PDI turbidity	N-glyco inh	ABCB6 inh 2	MC4R barr agon
Cc1ccc(OCCC(=O)OC(C)C(=O)Nc2c(C)n(C)n(-c3ccccc3)c2=O)cc1 (centres undefined)	-10	-3	1	-6	1	0	14	2	94	1.1
Cc1ccc2c(c1)[C@@H]1CN(C)CC[C@@H]1N2S(=O)(=O)c1ccc(F)cc1	8	2	-7	-5	-1	-4	3	-1	94	0.0
Cc1ccc(C2C(C#N)=C(N)SC(N)=C2C#N)cc1	-7	-4	-2	-3	3	1	7	0	111	-1.8
Cc1ccc(Cn2cccc2/C=N/NC(=S)Nc2ccc(C)cc2)cc1	-11	-4	-1	5	9	-2	-7	-2	92	21*
O=C(NCCCn1ccnc1)c1ccccc1NS(=O)(=O)c1ccc(F)c(F)c1	1	-5	2	-9	2	0	1	-1	103	-1.4
CCN(CC)CCCNc1cc2n(c(=O)n1)CCc1cc(OC)c(OC)cc1-2	8	5	-1	·	15	-2	-1	1	99	-1.0
Cc1ccc(NC(=O)COC(=O)CCNS(=O)(=O)c2c(Cl)cccc2Cl)cc1	1	-11	3	-5	9	?	-7	0	101	0.9
COCCNc1cc(C)c(C#N)c2nc3ccccc3n12	31	0	-3	-3	8	0	-6	1	94	0.0
CCOC(=O)Nc1ccc([N+](=O)[O-])cc1C	-5	6	-3	-5	3	-6	6	1	100	-2.9
COc1cc(C(N)=O)cc(Br)c1OCc1ccccc1	-7	-5	-9	-3	-3	-8	-3	-3	101	-2.9
CCO/C=C/C(=O)N(C)CCC#N	-2	7	-5	-5	8	-2	8	-2	96	-0.6
COCCCn1c(=O)c2sccc2n2c(CCCC(=O)N(C)Cc3ccco3)nnc12	-3	-3	-6	-2	2	-4	2	2	172	0.3
CCn1ncc(S(=O)(=O)NCc2ccco2)c1C	1	-2	10	·	1	-2	-1	2	92	-3.5
c1ccc(-c2nnc3sc(-c4ccncc4)nn23)cc1	13	2	1	-9	6	-1	-3	0	90	-0.4
COc1cccc(C(=O)Nc2nnc(S(=O)(=O)N(C)Cc3ccccc3)s2)c1	-10	-3	22*	-7	8	8	3	1	100	-0.9
Cc1c(NC(=O)/C=C/c2ccc(S(=O)(=O)N3CCOCC3)cc2)c(=O)n(-c2ccccc2)n1C	2	1	0	-2	1	-1	1	1	97	-2.2
OCCN1CNC(=S)NC1	3	-3	-4	-20	0	0	5	1	93	0.3
O=C(c1ccncc1)N1CCCC(N2CCN(c3ccc(F)cc3)CC2)C1 (centres undefined)	0	-2	-5	-6	-3	0	-3	0	92	-2.5
Cc1nc(C)n(C(=O)N(c2ccccc2)c2ccccc2)n1	-1	-3	1	-4	8	3	6	2	95	0.4
COC(=O)c1nn(-c2ccccc2)c(=O)cc1Sc1ccc(Cl)cc1	-1	-1	-1	-5	11	-4	1	0	99	1.0
C/C(=N\Nc1ccc(C)c(Cl)c1)c1ccncc1	-4	0	-8	-4	14	10	-2	3	108	0.1
COc1ccccc1/C=C(/NC(=O)c1ccccc1)C(=O)NCCN1CCOCC1	1	7	8	-3	-7	-11	-5	3	95	-1.8
O=C(CSc1nnnn1C1CC1)Nc1cc(S(=O)(=O)N2CCCC2)ccc1Cl	4	5	0	-5	5	11	-2	2	98	-1.2
Cc1cc(C)cc(C(=O)Nc2ccc(NC(=O)Cc3ccccc3)cc2)c1	-9	2	0	-21	-8	11	4	1	93	-1.9
CCOC(=O)c1nnn(-c2nonc2-n2cccc2)c1CN1CCC(C)CC1	-35	-5	-7	·	8	3	-3	-5	105	1.7

(further entries)
SMILES	H9c2 protect	ABHD5-PLIN5 inh	HTR2A ag	CaV13 ICDI inh	MC4R antagonist	Granule exo inh	PDI turbidity	N-glyco inh	ABCB6 inh 2	MC4R barr agon
CCCCC1=CC2=CC(=O)C(C)(OC(=O)c3cccs3)C(=O)C2=CO1 (centres undefined)	4	-4	0	-14	4	-7	-2	2	95	-0.2
O=C(N/N=C/c1ccc(O)c(O)c1)N/N=C/c1ccc(O)c(O)c1	-14	-4	-3	-3	-5	-2	-21	-3	98	0.5
O=C(NC(CC(=O)N1CCN(c2ccccc2)CC1)c1ccccc1)c1ccccc1Cl (centres undefined)	3	0	-3	-5	11	-7	-1	0	97	-0.4
COc1ccc(-c2nn(-c3ccccc3)cc2C(=O)OCC(=O)c2ccc(C)c([N+](=O)[O-])c2)cc1	-16	-1	0	-4	8	2	7	-8	92	-2.3
COc1cc(NC(=O)C2(C)CCCN(C(C)C)C2)cc(OC)c1OC (centres undefined)	3	-8	-1	-6	7	2	7	1	96	-0.6
O=C(COC(=O)c1cc(=O)c2ccccc2o1)NCc1ccccc1	2	-6	12	-7	12	2	-2	1	99	-1.1
CCN(CC)c1ccc(C=C2SC(=S)NC2=O)cc1	-10	6	-3	-15	10	8	-8	-1	700	-3.0
CN(C)S(=O)(=O)c1cc(NC(=O)CN2CCc3ccccc32)ccc1Cl	-8	-1	-2	-6	14	-3	-2	1	107	-1.0
Cc1ccccc1C(=O)Nc1nnc(S(=O)(=O)N2CCCCCC2)s1	-9	20	2	-6	2	-4	-3	1	99	1.5
O=C(CN1C(=O)NC2(CCCCC2)C1=O)N1CCN(S(=O)(=O)/C=C/c2ccccc2)CC1	5	-4	-6	-17	2	-1	3	1	102	-2.8
CC1(C)CC(=O)C(C(c2cc([N+](=O)[O-])ccc2Cl)C2C(=O)CC(C)(C)CC2=O)C(=O)C1	-2	6	1	4	8	-3	-6	-2	95	1.0
Cc1cc(NC(=O)CSc2ccc(-c3ccc(Br)cc3)nn2)no1	0	2	-5	·	5	-1	12	-3	93	-4.3
O=C(O)Cc1ccc(NS(=O)(=O)c2ccccc2Cl)cc1	6	-5	3	-4	7	-1	2	1	96	0.6
O=C(NCCNC(=O)c1cc(Cl)ccc1Cl)c1cnccn1	10	-6	-4	-2	-3	10	8	0	93	-2.3
O=C(NC1CC1)c1cc2c(s1)CS(=O)(=O)C2	-2	2	3	0	8	26	1	0	110	0.8
O=C(NC(=S)Nc1cccc(Cl)c1Cl)C1CC1	-6	-3	-1	-5	3	2	8	-2	101	-2.2
CCN(CC)C(=O)CSc1nnc(CCN)o1	-1	-1	5	-4	5	-1	0	1	89	-1.4
Cc1ccccc1CNC(=O)c1ccc(CSCc2ccccc2)cc1	-5	-6	-8	·	-2	23	8	-1	98	-0.9
CCCCCC(=O)NC(NC(=S)Nc1ccc(S(N)(=O)=O)cc1)C(Cl)(Cl)Cl (centres undefined)	-4	3	6	-4	0	3	0	0	97	-3.2
O=C(c1cc(N2CCCCC2)nc2ccccc12)N1CCOCC1	2	-3	-2	·	2	-3	-6	0	90	-3.2
COC(=O)c1sc(N2C(=O)C(O)=C(C(=O)c3ccc(C)o3)C2c2ccc([N+](=O)[O-])cc2)nc1C (centres undefined)	2	-6	-4	·	-3	-1	-2	-1	98	-4.3
CCOC(=O)c1cccc(NC(=O)CCNS(=O)(=O)c2cccc3nonc23)c1	1	-5	-3	-7	1	2	5	1	85	-1.2

Some of these compounds in order of formula weight, ascending.
SMILES	H9c2 protect	ABHD5-PLIN5 inh	HTR2A ag	CaV13 ICDI inh	MC4R antagonist	Granule exo inh	PDI turbidity	N-glyco inh	ABCB6 inh 2	MC4R barr agon
O=C(NC1CC1)c1cc2c(s1)CS(=O)(=O)C2	-2	2	3	0	8	26	1	0	110	0.8
CCN(CC)C(=O)CSc1nnc(CCN)o1	-1	-1	5	-4	5	-1	0	1	89	-1.4
O=C(NC(=S)Nc1cccc(Cl)c1Cl)C1CC1	-6	-3	-1	-5	3	2	8	-2	101	-2.2
CCN(CC)c1ccc(C=C2SC(=S)NC2=O)cc1	-10	6	-3	-15	10	8	-8	-1	700	-3.0
O=C(c1cc(N2CCCCC2)nc2ccccc12)N1CCOCC1	2	-3	-2	·	2	-3	-6	0	90	-3.2
COc1cc(NC(=O)C2(C)CCCN(C(C)C)C2)cc(OC)c1OC (centres undefined)	3	-8	-1	-6	7	2	7	1	96	-0.6
Cc1ccccc1CNC(=O)c1ccc(CSCc2ccccc2)cc1	-5	-6	-8	·	-2	23	8	-1	98	-0.9
Cc1ccccc1C(=O)Nc1nnc(S(=O)(=O)N2CCCCCC2)s1	-9	20	2	-6	2	-4	-3	1	99	1.5
CCOC(=O)c1cccc(NC(=O)CCNS(=O)(=O)c2cccc3nonc23)c1	1	-5	-3	-7	1	2	5	1	85	-1.2
CC1(C)CC(=O)C(C(c2cc([N+](=O)[O-])ccc2Cl)C2C(=O)CC(C)(C)CC2=O)C(=O)C1	-2	6	1	4	8	-3	-6	-2	95	1.0
O=C(CN1C(=O)NC2(CCCCC2)C1=O)N1CCN(S(=O)(=O)/C=C/c2ccccc2)CC1	5	-4	-6	-17	2	-1	3	1	102	-2.8
COc1ccc(-c2nn(-c3ccccc3)cc2C(=O)OCC(=O)c2ccc(C)c([N+](=O)[O-])c2)cc1	-16	-1	0	-4	8	2	7	-8	92	-2.3
CCCCCC(=O)NC(NC(=S)Nc1ccc(S(N)(=O)=O)cc1)C(Cl)(Cl)Cl (centres undefined)	-4	3	6	-4	0	3	0	0	97	-3.2
COC(=O)c1sc(N2C(=O)C(O)=C(C(=O)c3ccc(C)o3)C2c2ccc([N+](=O)[O-])cc2)nc1C (centres undefined)	2	-6	-4	·	-3	-1	-2	-1	98	-4.3

Compounds listed so far that have bromine, in the order listed:
SMILES	H9c2 protect	ABHD5-PLIN5 inh	HTR2A ag	CaV13 ICDI inh	MC4R antagonist	Granule exo inh	PDI turbidity	N-glyco inh	ABCB6 inh 2	MC4R barr agon
COc1cc(C(N)=O)cc(Br)c1OCc1ccccc1	-7	-5	-9	-3	-3	-8	-3	-3	101	-2.9
Cc1cc(NC(=O)CSc2ccc(-c3ccc(Br)cc3)nn2)no1	0	2	-5	·	5	-1	12	-3	93	-4.3
